Source: PubChem (National Center for Advancing Translational Sciences (NCATS))
S3 lipid droplet: qHTS Assay for Lipid Storage Modulators in Drosophila S3 Cells. Drosophila S3 cells, BODIPY lipid droplet fluorescence, 18-24 h; cells fed with added oleic acid. lipid storage change, negative = inhibition, % at the top dose, mostly 46.1 µM; hits show Potency in µM. 0.64% of 320,000 active. AID 2685; active means well fitted inhibition curve with a large enough effect in the signal ratio, with a control signal flat, not every such curve was filed as active; inconclusive means small, poorly fitted or top-dose-only effect, or effect the other way, or a change in a side signal; the % refers to the signal ratio
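Drosophila S3 cells loaded with oleic acid (400 uM, as added) and compounds at several concentrations; lipid droplets imaged by 488-nm laser-scanning cytometry, 500–530 nm intensity and object ratio to cell channel. Percent activity normalized to 20 uM Triacsin C.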
S3 lipid droplet cell count max: further read-out of S3 lipid droplet, marked with its call; cell number change, %; measured here: cell count max response;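 cells counted by Cell Tracker Red CMTPX staining in the red channel; peak over a dose series mostly up to 46.1 µM; percent activity relative to internal control wells on each plate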
The depositor's hits bear a star; i = inactive; ? = inconclusive; / = no result given; [ ] = remark or other dose. On the % scale 0 is the no-effect control and ±100 the full control effect; potency means the concentration at half of the fitted maximal effect.

structure | S3 lipid droplet | S3 lipid droplet cell count max
CC1(C)CC2CC(C)(CN2C(=O)COC(=O)Cn2[nH]c(=O)c3ccccc3c2=O)C1 (stereo not drawn) | 9.7% | 0.8
COc1ccccc1C(=O)NC(CCSC)C(=O)NCCCn1nc(C)cc1C (stereo not drawn) | ? | /
N#Cc1nc(Cc2ccccc2)oc1N1CCC(C(N)=O)CC1 | ? | /
CC(=O)c1c(C)[nH]c(C(=O)OCC(=O)NCCCc2ccccc2)c1C | 5.7% | 4.6
CCN1CCCC1CNCc1ccc(Cl)cc1Cl (stereo not drawn) | 7.31µM* | -166.6*
O=C(Cc1cccc(NC(=O)C2CCN(C(=O)c3ccccc3)CC2)c1)Nc1cccc(C(=O)N2CCCC2)c1 | i | 9.9
COc1ccc(C(=O)Nc2ccc3nc(C)c(C)nc3c2)cc1 | 6.4% | 14.8
C=C(C)C(=O)Oc1ccc(N2C(=O)[C@@H]3C4C=CC(C4)[C@@H]3C2=O)cc1 | -0.9% | 5.9
O=C(Nc1cccnc1)C1COc2ccccc2O1 (stereo not drawn) | 1.1% | -21.8
CC(=O)Nc1ccc(NC(=O)C(C)Oc2ccc(C)nc2[N+](=O)[O-])cc1 (stereo not drawn) | 1.3% | 4.4
O=C(c1nc2nc(-c3cccs3)cc(C(F)(F)F)n2n1)N1CCN(Cc2ccccc2)CC1 | -3.9% | -11.3
CC(=O)c1cc(C(=O)N2CCc3c([nH]c4ccccc34)C2C2CCCCC2)[nH]n1 (stereo not drawn) | -13.8% | -23.5
Cc1nc2cc(NC(=O)NCc3ccccc3)ccc2o1 | ? | /
COc1cc(C(=O)NNC(=S)NC(=O)c2ccc(F)cc2)cc(OC)c1OC | ? | /
CN(C)c1ccc(CN(C(=O)c2ccco2)C2CCS(=O)(=O)C2)cc1 (stereo not drawn) | ? | /

Some of the entries above, reformatted:
The line under a structure holds: S3 lipid droplet | S3 lipid droplet cell count max
> O=C(Nc1cccnc1)C1COc2ccccc2O1 (stereo not drawn)
    1.1% | -21.8
> CC1(C)CC2CC(C)(CN2C(=O)COC(=O)Cn2[nH]c(=O)c3ccccc3c2=O)C1 (stereo not drawn)
    9.7% | 0.8
> COc1cc(C(=O)NNC(=S)NC(=O)c2ccc(F)cc2)cc(OC)c1OC
    ? | /

The list goes on:
structure | S3 lipid droplet | S3 lipid droplet cell count max
Cc1cnc(NC(=O)CCNC(=O)c2ccccc2Cl)s1 | -19.1% | /
CCC1COC(c2cccn2Cc2ccccc2Cl)=N1 (stereo not drawn) | ? | /
C/C(N)=C(/C#N)C(=O)CSc1nc2ccccc2n1CC(C)C | 6.7% | 0.6
CCN1C(=O)CC(N2CCOCC2)C1=O (stereo not drawn) | ? | /
CN(C)S(=O)(=O)N1CCN(c2ccnc3cc(Cl)ccc23)CC1 | ? | /
COC(=O)CNC(c1ccccc1)c1cc(Br)ccc1NS(=O)(=O)c1ccc(C)cc1 (stereo not drawn) | ? | /
COCCCn1c(SCC(=O)NNC(=O)c2cccc(O)c2)nnc1-c1ccncc1 | 19.0% | 6.6
O=C(C[n+]1cccc(C(=O)Nc2ccccc2)c1)c1ccc([N+](=O)[O-])cc1 | ? | /
COc1ccc(NC(=O)CCCNC(=O)Cn2cnc3sc(C)c(C)c3c2=O)cc1OC | i | 19.7
COC(=O)c1nn(-c2nc(-c3cccc(OC)c3)cc(C(F)(F)F)n2)cc1[N+](=O)[O-] | 2.8% | -3.4
O=C(NC1=NCCS1)c1cc(Cl)ccc1Cl | i | -19.9
O=C(COc1ccccc1)Nc1ccc2c(c1)nc1n2CCSC1 | 5.1% | -0.3
O=C(Nc1ccc(Br)cc1)/C(=C/c1cccc([N+](=O)[O-])c1)NC(=O)C1CCCCC1 | ? | /
CCc1ccc2[nH]c(=O)c(C(c3nnnn3CCOC)N3CCN(c4ccc(F)cc4)CC3)cc2c1 (stereo not drawn) | i | -5.9
O=C1C(SC(F)(F)C(F)F)=C(C(F)(F)F)OC2C3C=CC(C3)C12 (stereo not drawn) | 13.0% | -5.7
Cc1ccccc1C(=O)Nc1cccc(NC(=O)c2cccnc2)c1 | ? | /
Cc1ccc(NC(CC(=O)c2ccccc2)C(=O)O)cc1Cl (stereo not drawn) | 10.1% | 4.4
CC1CCN(C(=O)CN(C)S(=O)(=O)c2cccc3nsnc23)CC1 | 0.8% | 4.8
COc1ccccc1-n1c(SCC(=O)O)nnc1-c1ccc(S(=O)(=O)N2CCCCC2)cc1 | ? | /
Cc1cc(C)nc(SC2CC(=O)N(c3ccc(Cl)cc3)C2=O)n1 (stereo not drawn) | ? | /
O=C(CSCc1ccc(F)cc1)N1CCN(c2ccccc2)CC1 | ? | /
CC(=O)N1CCN(C(=O)c2ccc(S(=O)(=O)Nc3ccccc3F)cc2)CC1 | ? | /
COc1cc(NC(=O)COc2ccc(Br)cc2)ccc1NC(=O)C(C)C | ? | /
Cc1ccc(SC(C)C(=O)Nc2ccccc2-c2ccccc2)cc1 (stereo not drawn) | ? | /
Cc1cc(C)cc(-n2nnc(C(=O)NCc3ccc(Cl)cc3)c2N)c1 | i | /
NC(=O)c1ccc(C2SCC(=O)N2CCc2ccccc2)cc1 (stereo not drawn) | ? | /
O=C(COC(=O)Cc1ccc(Cl)c(Cl)c1)Nc1ccc2[nH]c(=O)[nH]c2c1 | ? | /
CC(C)c1ccc(OC(=O)c2cccc(S(=O)(=O)N3CCN(C)CC3)c2)cc1 | i | -17.7
Cc1ccc(OC(=O)c2cc3ccccc3o2)cc1 | ? | /
O=S(=O)(c1ccc(F)cc1)N1CCN(C(=S)NCCc2ccccc2)CC1 | ? | /
Cc1cccc(Nc2nc(NCCCN3CCOCC3)nc(N)c2[N+](=O)[O-])c1 | ? | /
CCOC(=O)COc1ccc(N)cc1CC(NC(C)=O)(C(=O)OCC)C(=O)OCC | 13.3% | -1.1
COc1ccc(-n2c(=S)[nH]c3cc(C(=O)N4CCN(c5ccccc5)CC4)ccc3c2=O)c(OC)c1 | ? | /
COC(=O)Cc1c(C)nc(SCc2ccccc2)[nH]c1=O | 9.2% | 3.1
Cc1nc(CCNC(=O)CC2C(=O)NCCN2Cc2ccc(F)cc2)sc1C (stereo not drawn) | 5.2% | 7.4
O=C(CSc1nc2cc(Cl)c(Cl)cc2[nH]1)c1ccc2c(c1)OCO2 | 14.6% | -4.0
COc1cc(C)c(S(=O)(=O)NCc2cccs2)cc1C | ? | /
S=C(c1ccc(-c2cccc(Cl)c2)o1)N1CCOCC1 | ? | /
O=C(c1ccc([N+](=O)[O-])cc1)c1cc2ccc(O)cc2oc1=O | i | /
CCn1ccnc1CNC(=O)CC1C(=O)NCCN1Cc1ccc(F)cc1Cl (stereo not drawn) | i | 28.1
Cc1ccccc1C(=O)NN1CC(C(=O)OCc2ccc(Cl)c(Cl)c2)CC1=O (stereo not drawn) | ? | /
Cc1cc(C)n(-c2ccc(C(=O)Nc3ccc(N4CCOCC4)cc3)cc2)n1 | i | /
CCN1CCc2c(C#N)c(N3CCCCC3)nc(NCc3ccccc3)c2C1 | 6.4% | -27.1
CCCCn1nc(C(=O)Nc2cc(S(=O)(=O)N(C)C)ccc2C)c2ccccc2c1=O | -11.0% | -12.0
O=C1c2ccsc2SCCN1Cc1c(F)cccc1Cl | 17.4% | -1.0
O=C1CSC(c2cccc(F)c2)N1c1ccc(O)cc1 (stereo not drawn) | ? | /
O=C1CCCC(O)=C1C=NCc1ccccc1 | ? | /
O=c1oc2ccccc2n1CCCOc1ccccc1 | 12.4% | 12.4
CNC(=O)C1=C(C)Nc2nc3ccccc3n2C1c1cccc(OC)c1 (stereo not drawn) | ? | /
O=C(NNc1ccc([N+](=O)[O-])cc1)C12CC3CC(CC(C3)C1)C2 | 14.8% | -22.9
Cc1c(C(=O)N2CCOCC2)oc2ccc(S(=O)(=O)N3CCCC3)cc12 | -1.4% | -1.2
COc1cc(C(=O)NNC(=S)NCc2ccco2)cc(OC)c1OC | ? | /
O=C1C2CC=C(Cl)CC2C(=O)N1CCCCCCN1C(=O)C2CC=C(Cl)CC2C1=O (stereo not drawn) | ? | /
CCCCOC(=O)c1ccc(NC(=O)c2c(Cl)ccc(Cl)c2OC)cc1 | ? | /
O=C(O)c1ccc(S(=O)(=O)N2CCOCC2)o1 | ? | /
CCc1ccccc1NC(=O)CN(C)C(=O)CSc1nnc(Nc2ccc(C)cc2)s1 | ? | /
COc1ccc(S(N)(=O)=O)cc1C(=O)NCC(C)(C)N1CCOCC1 | i | 15.7
Cc1ccc(C2c3c(oc4ccc(Cl)cc4c3=O)C(=O)N2CCCN2CCOCC2)o1 (stereo not drawn) | 2.4% | -10.4
O=C(c1ccccc1)c1coc2c1C(=O)c1ccccc1C2=O | ? | /
O=C(NCCN1CCOCC1)c1ccc(Cl)cc1[N+](=O)[O-] | 13.3% | 23.0

Following part.
structure | S3 lipid droplet | S3 lipid droplet cell count max
CCC1CCCCN1CCNS(=O)(=O)c1ccc2c(c1)CCN2C(C)=O (stereo not drawn) | ? | /
CN(CC(=O)Nc1ccccc1Br)C(=O)CCSc1ccc(F)cc1 | ? | /
Cc1nnc(N2C(=O)c3ccc(Br)cc3C2=O)s1 | ? | /
O=C(c1ccco1)N1CCN(c2nc3ccccc3n3nnnc23)CC1 | ? | /
COc1ccc(NC(=O)C2(N(C(=O)Cn3nnnc3N)c3ccc(OC)cc3)CCCCC2)cc1 | i | -29.3
Cc1cc[n+]2c3c(cccc13)CCC2 | i | 21.6
O=C(CNC(=O)c1ccc2c(c1)OCO2)Nc1cccc(Br)c1 | ? | /
CCC(C)c1ccccc1OCC(=O)NN1C(=O)c2ccccc2C1=O (stereo not drawn) | 25.3% | -0.7
Cc1cc(SCC(=O)c2ccc3c(c2)OCO3)nc2ccccc12 | ? | /
O=C(O)c1sc2ncccc2c1OCc1ccccc1 | ? | /
O=C(COc1ccccc1[N+](=O)[O-])N/N=C/c1ccc(O)c([N+](=O)[O-])c1 | ? | /
Cc1cc(C)cc(-n2ccn(CC(=O)NCCc3ccccc3)c(=O)c2=O)c1 | i | -4.0
O=[N+]([O-])c1ccc(OCC(O)CN2CCN(c3ccccc3F)CC2)cc1 (stereo not drawn) | ? | /
Cc1nc(NC(=O)c2ccccc2)sc1C1(C)CC(c2ccccc2F)=NO1 (stereo not drawn) | -38.1% | -11.1
Cc1cc(CNC(=O)CCc2nnc(CCCc3ccccc3)o2)nn1C | ? | /

Sorted by heavy-atom count (ascending): part of the list above
structure | S3 lipid droplet | S3 lipid droplet cell count max
O=S(=O)(c1ccc(F)cc1)N1CCN(C(=S)NCCc2ccccc2)CC1 | ? | /
COc1ccccc1-n1c(SCC(=O)O)nnc1-c1ccc(S(=O)(=O)N2CCCCC2)cc1 | ? | /
COc1ccc(NC(=O)C2(N(C(=O)Cn3nnnc3N)c3ccc(OC)cc3)CCCCC2)cc1 | i | -29.3

The results go on.
structure | S3 lipid droplet | S3 lipid droplet cell count max
COc1cccc(C(=O)NCCSCc2ccccc2Cl)c1 | ? | /
CCCOc1ccc(/C=N/O)cc1 | 1.3% | -0.5
CC(C)CCNC(=O)C(c1ccncc1)N(Cc1cccs1)C(=O)Cn1nnc(-c2ccc(F)cc2)n1 (stereo not drawn) | 0.3% | 0.4
CN(C(=O)C(C)(C)C)C1c2c(ccc3ccccc23)OCC1CO (stereo not drawn) | ? | /
CS(=O)(=O)N(CC(=O)Nc1ccccc1C(=O)N1CCOCC1)c1ccc2c(c1)OCO2 | ? | /
Cc1ccc(-c2nc(NCc3cccnc3)c3ccccc3n2)cc1 | ? | /
COc1ccc(N2CCN(CC(=O)NCc3ccc(Cl)cc3)CC2)cc1 | ? | /
O=C(O)COc1ccc(/C=C2\SC(=Nc3ccccc3)N(c3ccccc3)C2=O)cc1 | 1.5% | 14.1
Cc1ccc(Cl)cc1NC(=S)N/N=C/c1cccc2ccccc12 | -1.2% | -6.5
C#CCNc1nc(C(C)C)nc2c1nnn2Cc1ccccc1F | ? | /
COc1ccc(C2(C)NC(=O)N(CC(=O)NC3(C#N)CCCCC3)C2=O)cc1 (stereo not drawn) | ? | /
COc1nc(N(C)C)nc(-n2nnc(C(C)=O)c2C)n1 | 6.3% | -14.1
Cc1ccc(S(=O)(=O)Nc2cc(C(=O)N3CCOCC3)ccc2N2CCCCC2)cc1 | -2.0% | 4.9
Cc1nn(CC(=O)NNC(=S)Nc2ccccc2)c(C)c1[N+](=O)[O-] | i | /
COc1ccc(OCCCC(=O)OC(C)C(=O)Nc2cccc(C(C)=O)c2)cc1 (stereo not drawn) | i | -13.8
COc1ccc(CN(CCC#N)C(=S)NC(=O)c2ccccc2)cc1 | ? | /
COC(CNS(=O)(=O)c1cc2c3c(c1)CCN3C(=O)CC2)OC | ? | /
Cc1ccc(S(=O)(=O)N2CCN(C(=O)n3ccnc3)CC2)cc1 | ? | /
O=C(Cn1nc(-c2ccccc2)nc1-c1ccccc1)OC1CCCCC1 | -17.3% | -17.0
CCN(CC(=O)Nc1ccccc1C(F)(F)F)C(=O)CSCc1c(C)noc1C | ? | /
Cc1nn(-c2ccccc2)nc1CNS(C)(=O)=O | -8.0% | 6.3
Cc1ccccc1-c1nc2c3ccccc3nc(=S)n2[nH]1 | 10.9% | 15.7
O=C(NC(=S)Nc1cccc2ncccc12)c1ccco1 | 11.8%[9.22 µM] | 4.8
COc1ccc(NC(=O)C2CCN(Cc3cnn(-c4ccccc4)c3-n3cccc3)CC2)cc1OC | -13.3% | -2.7

Not all compounds are listed. The share of hits here may be higher or lower than overall.
